Ins promoter up: MIN6 insulin promoter up-regulation; AID 1625; MIN6 insulin promoter-GFP reporter, high-content imaging; active compounds read high; z-score at 5 µM; 190,000 compounds, 0.3% hits;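 active = z-score above 3 at 5 µM with at least 500 cells counted in the well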
b-catenin transl: beta-catenin nuclear translocation modulation; HeLa beta-catenin nuclear translocation, immunofluorescence imaging; nuclear translocation activity, % at 5 µM; 190,000 compounds, 0.3% hits; AID 1665;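 active = nuclear translocation activity above 50% at 5 µM, with a well cell count of 50 or more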;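 note: per-cell ratio of nuclear to cytoplasmic median beta-catenin stain intensity; plate controls were DMSO negative control for no effect and GSK-3 inhibitor IX positive control for full effect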
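Signal – beta-catenin immunofluorescence imaging with DAPI · Test system – human HeLa cell line · Dosing – 5 µM primary single dose, 0.1% DMSO, 0.02–20 µM confirmation series · Measure – % activation, nuclear-to-cytoplasmic median beta-catenin signal ratio per cell · Incubation – 24 h compound exposure at 37°C, 5% CO2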
Yfh1-depleted yeast: mitochondrial function rescue without frataxin homolog – Friedreich's ataxia, plus single-dose screen, dose response (AID 1465). S. cerevisiae Yfh1-off respiration, WST-1 reduction, 72 h; higher fold induction means a stronger effect. one-dose fold induction at 50 µM; EC50 in µM for titrated hits. 220,000 compounds, 0.074% hits;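 active = fold induction of absorbance versus untreated yeast above a set limit, then at least 30% activation at any dose in follow-up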;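 note: activators that raise dye reduction in frataxin-depleted yeast; strong numbers were not always called active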
MT stabilizer: microtubule stabilizers in HeLa cells; HeLa tubulin immunostaining HCS, 24 h; share of cells brighter than vehicle mean+2SD; % tubulin-high responders, % at 10 µM; 200,000 compounds, 0.83% hits;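 active = plate Z-score above 3 for both tubulin-high and condensed-nucleus cell shares, with cell loss under 80%, at 10 µM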;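 note: anti alpha tubulin signal scored within the nucleus-defined area of each cell; some results filed as inactive read as strong as hits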
Autophagy HCS: alters autophagy in cells. MEF GFP-LC3 puncta imaging; test concentration mostly 10 µM. calls only at 10 µM (by protocol). 190,000 compounds, 0.98% hits. AID 463193;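 active = percentage of spot-positive cells more than 3 SD above its plate mean, without a fluorescence outlier flag or 80% toxicity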;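 note: spot-positive cell cutoff set from DMSO-treated cells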
Dynein cargo inh: dynein cargo transport inhibition; 3617.4 mouse cells, GR-EGFP nuclear translocation imaging; test concentration mostly 20 µM; stimulated with dexamethasone, 1 µM; active compounds read low; z-score, hits read low; 220,000 compounds, 0.47% hits;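 active = plate z-score of nuclear minus cytoplasmic receptor signal below a set negative limit, without overly bright fluorescence or cell loss, cut at about -3.5 in these data, passing the limit was not always enough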;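 note: z-score of nuclear minus cytoplasmic ring GR-EGFP intensity difference per well; some compounds called inactive have numbers as strong as hits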
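Also added: dexamethasone, 1.0 µM final. Medium: tet-free, stripped-serum medium. Detection: fixed, Hoechst-stained cells imaged at 10x for EGFP. Read-out: nuclear-to-cytoplasmic GR-EGFP distribution per well. Times: induction 48 h, compound 1 h, agonist 30 min.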
NOD2 inhibition: inhibition of NOD2-driven NF-kB reporter – cell-based, luminescence, uHTS, HEK293 (AID 1566); HEK293 NOD2/NF-kB luciferase reporter, luminescence; higher % means a stronger effect; inhibition, % at 4 µM; hits with a dose series show EC50 in µM; 290,000 compounds, 0.63% hits; in the data active = inhibition above about 50%; note: many of its hits are not listed in these tables
NOD1 inhibition: inhibition of NOD1-driven NF-kB reporter – cell-based, luminescence, uHTS, primary screen (AID 1578); inhibition, % at 4 µM, or EC50 in µM where a hit was titrated; 290,000 compounds, 1% hits; NOD1-driven NF-kB luciferase reporter cells, luminescence; higher % means a stronger effect; in the data active = inhibition mostly above about 36%, no sharp cut-off; inactive = mostly below about 34%;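 note: HEK-293T reporter cells stimulated with the NOD1 agonist gamma-tri-DAP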
M17LAP inhibition: P. falciparum M17LAP inhibitors, primary screen, biochemical, fluorogenic H-Leu-NHMec substrate, 1536-well (AID 1619). recombinant M17LAP, H-Leu-NHMec fluorogenic kinetic assay; higher % means a stronger effect. one-dose inhibition, % at 30 µM; IC50 in µM for titrated hits. 220,000 compounds, 0.38% hits;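 active = compound inhibiting the enzyme by more than half at any dose during confirmatory dose-response retesting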;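 note: plate controls were full reaction with DMSO carrier for no effect and no enzyme background for full effect; strong numbers were not always called active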
Dynein cargo inh cytoplasmic EGFP: further read-out of Dynein cargo inh, marked with its call; z-score; measured here: cytoplasmic GR-EGFP intensity; active compounds read high
Dynein cargo inh nuclear GR-EGFP: second read-out of Dynein cargo inh, no call of its own (marks repeat the call); z-score; measured here: nuclear GR-EGFP intensity;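 lower value marks the stronger effect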
Dynein cargo inh cell count: also measured in Dynein cargo inh; calls as there; z-score; measured here: cell count per field
Ins promoter up cell count: recorded beside Ins promoter up, whose call it bears; cell count; measured here: cytotoxicity, nuclei count;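 total cells summed across four imaged fields per well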
b-catenin transl cell count 5 µM: second read-out of b-catenin transl, no call of its own (marks repeat the call); cell count; measured here: cell count, cytotoxicity flag
MT stabilizer Hoechst-high %: further read-out of MT stabilizer, marked with its call; % Hoechst-high responders; measured here: nuclear condensation Hoechst responders;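 share of cells brighter than vehicle mean plus two SD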
MT stabilizer cytotoxicity %: recorded beside MT stabilizer, whose call it bears; toxicity, %; measured here: cytotoxicity by cell density;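 0% = mean cell density of plate MIN control wells and 100% = no cells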
Autophagy HCS cell loss 18 h: second read-out of Autophagy HCS, no call of its own (marks repeat the call); toxicity, %; measured here: cell loss, nuclei count;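 cell loss after 18 h compound exposure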
The depositor's hits bear a star; i = inactive; . = not tested or not shown. Some of the compounds tested; the hit share may differ from the screen's.

SMILES	Ins promoter up	Ins promoter up cell count	b-catenin transl	b-catenin transl cell count 5 µM	Yfh1-depleted yeast	MT stabilizer	MT stabilizer Hoechst-high %	MT stabilizer cytotoxicity %	Autophagy HCS	Autophagy HCS cell loss 18 h	Dynein cargo inh	Dynein cargo inh cytoplasmic EGFP	Dynein cargo inh nuclear GR-EGFP	Dynein cargo inh cell count	NOD2 inhibition	NOD1 inhibition	M17LAP inhibition
COc1ccc(CC(=O)NC(C)c2nnc(SCC(=O)Nc3ccccc3)n2C)cc1 (stereo not given)	-0.78	1673	6.1	789	i	4.7	3.5	6.3	i	4.0	-0.0756	-0.355	0.546	0.604	14.3%	-21.1%	7.9%
CCc1ccc(OC(C)c2nnc(SCC(=O)Nc3ncccc3C)n2C)cc1 (stereo not given)	.	.	-1.5	935	i	5.9	3.1	12.4	i	-8.3	2.98	0.142	3.98	-2.51	19.3%	11.7%	18.8%
COc1ccc(C(=O)c2ccccc2Cl)cc1	-0.55	885	.	.	i	1.9	2.2	10.3	i	3.7	1.6	-0.22	0.461	-1.55	2.0%	-22.7%	-3.0%
O=C(CCl)NC1(C(F)(F)F)C(=O)Nc2c1c(=O)[nH]c(=O)n2-c1ccccc1 (stereo not given)	-0.47	1083	0.9	1272	i	.	.	.	.	.	0.166	-0.257	0.012	0.0482	3.3%	-0.4%	1.3%
N#Cc1ccc(Oc2ccc(/C=N/O)cn2)cc1	0.98	1776	-0.3	1034	i	4.3	2.3	4.1	i	-28.1	0.397	-0.182	0.0695	-0.186	10.1%	-8.2%	2.7%
COc1ccc(C(=O)NCCn2cc(SCC(=O)NCc3ccco3)c3ccccc32)cc1	0.5	1439	0.5	1401	i	2.9	2.3	1.3	i	-37.3	-0.104	-0.161	0.119	-0.406	-6.4%	-11.8%	1.5%
CN(C)S(=O)(=O)c1ccc(C(=O)NC(=O)CSc2ccccc2)cc1	1.94	1326	-1.5	876	i	2.6	1.9	1.1	i	3.0	0.686	-0.177	0.512	-0.28	5.3%	-11.8%	7.0%
CCCOc1cccc(C2/C(=C(/O)c3ccc(F)cc3)C(=O)C(=O)N2CCN(C)C)c1 (stereo not given)	-0.26	1271	-6.8	1047	i	5.5	3.0	7.3	i	9.9	-0.416	-0.196	0.122	-0.195	1.9%	-22.8%	12.6%
CC/C=C/C(=O)N1CC2(CC(c3cccc(NC(=O)CCCCC)c3)=NO2)C[C@H]1C(N)=O (stereo not given in full)	.	.	0.0	1072	i	.	.	.	.	.	1.81	-0.645	1	-1.07	5.9%	-1.2%	12.8%
O=C1CC(=O)N(CCc2ccccc2)C(=O)N1CCc1ccccc1	1.41	1250	-0.4	1070	i	2.8	1.9	5.2	i	-14.6	0.13	-0.196	0.426	-1.07	-15.4%	-32.0%	16.3%

Record cards, from the list above. Screens in order: Ins promoter up, Ins promoter up cell count, b-catenin transl, b-catenin transl cell count 5 µM, Yfh1-depleted yeast, MT stabilizer, MT stabilizer Hoechst-high %, MT stabilizer cytotoxicity %, Autophagy HCS, Autophagy HCS cell loss 18 h, Dynein cargo inh, Dynein cargo inh cytoplasmic EGFP, Dynein cargo inh nuclear GR-EGFP, Dynein cargo inh cell count, NOD2 inhibition, NOD1 inhibition, M17LAP inhibition
`O=C1CC(=O)N(CCc2ccccc2)C(=O)N1CCc1ccccc1` is listed as 1.41, 1250, -0.4, 1070, i, 2.8, 1.9, 5.2, i, -14.6, 0.13, -0.196, 0.426, -1.07, -15.4%, -32.0%, 16.3%
`CN(C)S(=O)(=O)c1ccc(C(=O)NC(=O)CSc2ccccc2)cc1` is listed as 1.94, 1326, -1.5, 876, i, 2.6, 1.9, 1.1, i, 3.0, 0.686, -0.177, 0.512, -0.28, 5.3%, -11.8%, 7.0%

Following part.
SMILES	Ins promoter up	Ins promoter up cell count	b-catenin transl	b-catenin transl cell count 5 µM	Yfh1-depleted yeast	MT stabilizer	MT stabilizer Hoechst-high %	MT stabilizer cytotoxicity %	Autophagy HCS	Autophagy HCS cell loss 18 h	Dynein cargo inh	Dynein cargo inh cytoplasmic EGFP	Dynein cargo inh nuclear GR-EGFP	Dynein cargo inh cell count	NOD2 inhibition	NOD1 inhibition	M17LAP inhibition
O=C(CSc1nccn1-c1cccc(Cl)c1)NO	-1.11	1313	-1.3	1043	i	7.6	2.4	7.5	i	13.8	-0.0798	-0.338	0.417	-0.0588	10.1%	-7.7%	8.3%
CCOC(=O)c1ccc(CSc2ncn[nH]2)o1	-0.4	1191	-0.2	1081	i	2.7	1.2	6.0	i	-2.7	-0.083	-0.187	0.452	-1.41	-2.6%	-9.7%	23.2%
Cc1nc(NS(=O)(=O)c2ccccc2C)c2c3c(sc2n1)CCC3	0.54	1369	-0.2	1384	i	4.2	1.7	2.3	i	2.3	-0.383	-0.222	-0.96	0.639	4.1%	.	-28.9%
COc1cccc(C2C=C(c3cccs3)Nc3ncnn32)c1OC (stereo not given)	1.7	1548	-0.4	1376	i	4.2	4.0	5.7	i	10.7	-1.23	-0.303	-0.627	0.362	7.8%	20.8%	-73.1%
C=C(C)C(=O)N1CC2(CC(c3cccc(NC(=O)/C(C)=C\C)c3)=NO2)C[C@H]1C(N)=O (stereo not given in full)	-0.01	914	-1.3	1207	i	.	.	.	.	.	0.275	-0.683	0.26	-0.199	14.7%	-7.1%	10.0%
O=S(=O)(NCC1NCCc2ccccc21)c1ccccc1 (stereo not given)	-0.45	1353	0.6	1049	i	2.0	1.5	6.3	i	-4.9	-0.898	-0.217	-0.511	0.453	4.0%	-12.3%	8.7%
NC(=O)CC(O)c1cccc(Cl)c1 (stereo not given)	0.07	1214	-3.5	984	.	2.1	2.9	10.9	i	19.9	-0.554	-0.24	0.028	0.838	-1.0%	-13.6%	0.7%
CCCC(=O)NC(C)C(c1cccs1)N1CCN(C)CC1 (stereo not given)	0.26	1854	1.8	1065	i	4.4	2.7	6.3	i	-0.8	-0.638	0.457	-0.212	0.814	13.0%	-6.3%	-1.1%
CC(C)OCCCNC(=O)CN1C(=O)/C(=C/c2ccccc2)Sc2ccccc21	-0.09	1399	-0.3	1063	i	4.7	1.4	8.6	i	10.3	-0.214	-0.274	-0.0348	1.07	9.8%	-17.3%	-3.2%
CCOC(=O)c1snc(C(=O)NC2CCCCC2)c1N	-1.14	895	-2.7	1217	i	4.0	2.0	2.1	i	6.4	-0.18	-0.198	0.353	-0.479	-24.9%	-49.3%	5.1%
O=C(CSc1ccccn1)N/N=C/c1cc([N+](=O)[O-])ccc1O	-0.26	1109	-1.9	1438	i	.	.	.	.	.	-0.579	-0.785	-0.508	0.184	0.9%	-10.0%	7.9%
CC(=O)Nc1ccc(NC(=O)C(C)OC(=O)CNC(=O)c2sc3ccccc3c2Cl)cc1 (stereo not given)	-0.22	2240	-0.4	978	i	6.7	2.4	11.4	i	10.1	-1.39	-0.26	-0.784	0.503	6.8%	-28.5%	10.9%
CCCCCCS(=O)[C@H]1CS(=O)(=O)C[C@@H]1S(=O)CCCCCC (stereo not given in full)	0	1149	-0.4	883	i	2.8	1.1	3.8	i	-6.1	2.07	0.285	0.737	-1.33	13.8%	22.9%	3.1%
CCSc1nnc(NC(=O)c2cc(C)on2)s1	.	.	.	.	i	1.8	1.5	4.7	i	0.0	2.46	-0.193	1.63	-1.99	9.0%	-22.4%	19.6%
CC(C)CCN1CCN(C2CSCCSC2)CC1CCO (stereo not given)	0.35	1456	-1.2	971	i	.	.	.	i	-15.9	-0.445	-0.243	0.0801	0.547	-22.6%	-17.0%	3.0%
CCOc1ccccc1NC(=O)N1CCCC(c2nc3c(nnn3Cc3ccc(C)cc3)c(=O)[nH]2)C1 (stereo not given)	0.77	1158	-3.8	800	i	2.8	1.8	9.8	i	4.4	-0.592	-0.414	-0.533	0.726	9.4%	-28.1%	-5.2%
Cc1cc(C)c(C#N)c(SCc2nc3ccccc3c(=O)[nH]2)n1	-1.88	1200	0.9	1128	i	1.8	2.1	6.4	i	1.5	-0.915	-0.161	-0.32	-0.125	-74.1%	-32.5%	-6.2%
CCOC(=O)C1CCCN(c2c(NCCCN(CC)c3ccccc3)c(=O)c2=O)C1 (stereo not given)	0.33	2051	-3.0	1117	i	4.3	2.2	8.9	i	-8.5	-0.335	-0.212	0.112	-0.0716	5.6%	-16.1%	9.2%
CC1CCCC(C)N1CC(O)COc1c(F)cc(Br)cc1F (stereo not given)	0.25	1113	-1.0	1024	i	3.7	3.0	6.7	i	0.1	-0.232	0.737	0.271	0.0105	-16.7%	-17.6%	-0.3%
Cc1cc2n(n1)C(c1cn(-c3ccccc3)nc1C)Nc1ccccc1-2 (stereo not given)	1.38	1290	0.5	1150	i	3.8	1.7	0.7	i	2.7	3.9	-0.214	2.65	-1.64	3.1%	-25.3%	6.6%
Cc1cc(NN)nc2ccc(Cl)cc12	0.34	1232	-3.1	977	i	2.3	2.7	11.2	i	-2.2	0.333	-0.344	0.11	-0.771	-1.3%	-64.9%	-0.9%
Cc1ccc(-c2ccc(/C=N/O)o2)cc1[N+](=O)[O-]	-0.36	1286	-1.6	1068	i	3.2	1.0	4.8	i	24.3	0.154	-0.367	0.0256	0.0105	-40.6%	-41.0%	7.0%
COCCCNC(=O)CSc1ccsc1[N+](=O)[O-]	0.22	1499	-1.6	880	i	1.1	0.8	4.1	i	-3.7	-0.945	-0.349	-0.128	1.31	3.3%	-44.0%	14.4%
OCCC#Cc1ccc(CN2CCN(C3CCCCC3)C(CCO)C2)cc1 (stereo not given)	0.49	1475	-0.9	1052	i	4.0	2.9	7.5	i	64.9	0.199	-0.125	0.288	-1.32	-10.3%	-23.2%	-4.6%
COc1cc(C(=O)OCC(=O)NCc2ccccc2)cc(NC(=O)c2ccco2)c1OC	-0.67	974	-2.8	1326	i	1.8	2.0	6.2	i	-9.9	-0.733	0.127	-0.0626	0.292	1.8%	-10.1%	-0.5%
